Screens as filed in PubChem.
SENP1 inh – human SENP1 catalytic domain inhibitors, primary screen, biochemical, FRET, uHTS | recombinant SENP1 catalytic domain, CyPet-SUMO1-YPet FRET cleavage | inhibition, % at 10 µM | 360,000 tested, 0.21% active;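 active means inhibition at least 30% at 10 µM, raw YFP signal under a set limit, fluorescence ratio 0.5 to 1.5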;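 further: 0% = enzyme with DMSO and 100% = no enzyme wells; some results filed as inactive read as strong as hits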
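system = hSENP1 catalytic domain, recombinant | reagent = SFCypet-SUMO1-SFYpet substrate at 25 nM | doses = one dose per compound, 10 µM, 0.5% DMSO | incubation = enzyme reaction for 50 min at room temperature, dark | measured by = FRET, CFP and YFP emission | controls = no-enzyme low, enzyme-DMSO high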
SENP6 block – SENP6 protease inhibitors, primary screen, biochemical, luminescence, uHTS. Sentrin-specific protease 6 (Homo sapiens), Q9GZR1. Recombinant SENP6 catalytic domain, aminoluciferin luminescence. inhibition, % at 10 µM. 330,000 tested, 1.8% active;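 active means inhibition above about 50% at the single tested dose, limit read from the data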;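 further: plate controls were DMSO wells with enzyme for no effect and DMSO wells lacking enzyme for full effect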
SENP8 block-1 – SENP8 protease inhibitors, primary screen, biochemical, luminescence. Sentrin-specific protease 8 (Homo sapiens), Q96LD8. purified SENP8, Z-RLRGG-aminoluciferin cleavage. inhibition, % at 10 µM. 330,000 tested, 1.2% active. AID 2540, 2010; in the data active means inhibition above about 50%
Target sequence (Q96LD8 whole entry, looked up): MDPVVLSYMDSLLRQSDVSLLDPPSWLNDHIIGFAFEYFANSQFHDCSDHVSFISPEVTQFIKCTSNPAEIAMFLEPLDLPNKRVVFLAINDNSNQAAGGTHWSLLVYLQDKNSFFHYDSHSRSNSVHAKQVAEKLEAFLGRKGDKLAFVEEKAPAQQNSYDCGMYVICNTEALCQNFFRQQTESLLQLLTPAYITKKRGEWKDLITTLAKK
PfG6PD inh – PfG6PD enzyme inhibitors, primary screen, biochemical, fluorescence intensity, uHTS; glucose-6-phosphate dehydrogenase-6-phosphogluconolactonase (Plasmodium falciparum 3D7); PfGluPho enzyme, NADPH resazurin-diaphorase fluorescence; inhibition, % at 20 µM; 350,000 tested, 0.78% active; AID 504690, 2011;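 active means inhibition reaching at least a set limit at 20 µM in the primary screen, cut at about 59% in these data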;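 further: 0% = DMSO wells with substrate and 100% = DMSO wells lacking glucose-6-phosphate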
HKDC1 inhibitor – HKDC1 hexokinase inhibitors, primary screen, biochemical, fluorescence, uHTS; AID 493160, 2011; Q2TB90; 340,000 tested, 0.16% active; recombinant HKDC1, G6PDH/diaphorase resazurin coupled fluorescence; inhibition, % at 20 µM;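 active means inhibition above about 35% when tested at 20 µM, limit read from the data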;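 further: plate controls were DMSO wells with enzyme for no effect and DMSO wells lacking enzyme for full effect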
Target sequence (Q2TB90 whole entry, looked up): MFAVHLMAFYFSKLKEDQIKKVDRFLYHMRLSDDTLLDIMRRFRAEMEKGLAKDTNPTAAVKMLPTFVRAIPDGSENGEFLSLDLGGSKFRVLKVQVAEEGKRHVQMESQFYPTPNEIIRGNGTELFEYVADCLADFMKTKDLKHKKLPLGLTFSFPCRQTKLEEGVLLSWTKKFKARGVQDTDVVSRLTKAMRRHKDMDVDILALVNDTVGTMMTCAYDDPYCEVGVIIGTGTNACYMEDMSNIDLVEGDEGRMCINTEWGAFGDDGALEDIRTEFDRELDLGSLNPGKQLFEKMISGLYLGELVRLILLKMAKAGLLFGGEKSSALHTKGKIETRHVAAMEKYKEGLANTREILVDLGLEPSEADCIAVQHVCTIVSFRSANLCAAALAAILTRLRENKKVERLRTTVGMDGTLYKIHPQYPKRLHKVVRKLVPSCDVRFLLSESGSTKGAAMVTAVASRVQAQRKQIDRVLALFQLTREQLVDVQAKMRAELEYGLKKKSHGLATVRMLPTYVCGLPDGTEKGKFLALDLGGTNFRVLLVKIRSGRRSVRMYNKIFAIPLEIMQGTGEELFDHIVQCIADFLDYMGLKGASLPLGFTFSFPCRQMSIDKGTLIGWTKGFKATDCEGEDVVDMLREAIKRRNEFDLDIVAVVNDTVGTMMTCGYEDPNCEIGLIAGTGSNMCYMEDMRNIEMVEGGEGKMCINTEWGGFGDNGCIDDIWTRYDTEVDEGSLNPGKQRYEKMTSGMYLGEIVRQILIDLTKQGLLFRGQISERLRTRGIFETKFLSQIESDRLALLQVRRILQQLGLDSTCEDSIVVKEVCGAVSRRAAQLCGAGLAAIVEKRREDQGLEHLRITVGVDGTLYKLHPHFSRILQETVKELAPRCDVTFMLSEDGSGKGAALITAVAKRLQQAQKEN
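test system = in-house recombinant HK5 (HKDC1) enzyme | amount = HKDC1 at 5 µg/mL | control set = DMSO-enzyme wells negative, buffer-substituted wells positive | compound = one dose of 20 µM, 1% DMSO | schedule = reaction time 90 min, room temperature, protected from light | technique = resorufin fluorescence at 613 nm | reagent = glucose with 1 mM ATP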
SENP8 block-2 – human SENP8 protease inhibitors, primary screen, biochemical, fluorescence, Nedd8 protein substrate, uHTS; Sentrin-specific protease 8 (Homo sapiens), Q96LD8; inhibition, % at 20 µM; AID 602440, 2012; recombinant SENP8; 360,000 tested, 0.64% active; in the data active means inhibition mostly above about 40%, no sharp cut-off; inactive means mostly below about 27%
Apaf1 inhib – inhibitors of human Apaf-1 apoptosome, primary screen, biochemical, DEVD-Rh110 fluorescence, uHTS; Apoptotic protease-activating factor 1 (Homo sapiens), O14727; reconstituted apoptosome caspase-3 activity; inhibition, % at 20 µM; 330,000 tested, 0.71% active; active means inhibition of at least 40% at 20 µM;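 further: plate controls were DMSO wells for no effect and DEVD-CHO caspase inhibitor wells for full effect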
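Medium: Hepes buffer, pH 7.5 / System: biochemical Apaf-1 apoptosome reconstitution / Measured by: Rh110 fluorescence, excitation 480 nm, emission 540 nm / Times: compound with Apaf-1, dATP, procaspase-3 30 min, then 50 min reaction, room temperature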
SENP7 inh – SENP7 protease inhibitors, primary screen, biochemical, luminescence, uHTS. Sentrin-specific protease 7 (Homo sapiens), Q9BQF6. 330,000 tested, 1.5% active. recombinant SENP7, Z-RLRGG-aminoluciferin luminescence, 40 min. inhibition, % at 5 µM;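 active means inhibition above about 50% at the single test dose, limit read from the data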;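 further: plate controls were DMSO with enzyme for no effect and no enzyme buffer wells for full effect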
* marks the source's active call; other numbers are inactive results; . = not tested or not shown.

SMILES	SENP1 inh	SENP6 block	SENP8 block-1	PfG6PD inh	HKDC1 inhibitor	SENP8 block-2	Apaf1 inhib	SENP7 inh
O=C(c1cc(S(=O)(=O)N2CCCCC2)c(Cl)cc1N1CCOCC1)N1CCOCC1	1	1	-4	-8	-5	20	-5	5
O=C1N(c2ccccc2C(F)(F)F)O[C@@]1(c1ccccc1)C1CCCC1	1	4	-5	-25	-1	24	10	-4
O=c1[nH]c(CN2CCN(Cc3ccc4c(c3)OCO4)CC2)nc2ccccc12	1	8	-3	10	8	-16	1	1
CC(NC(=O)CN1C(=O)NC2(CCCCC2C)C1=O)c1ccccc1 (stereo not drawn)	-1	16	0	-2	-3	2	-13	6
O=S(=O)(c1ccc2c(c1)OCCO2)N1CCCN(S(=O)(=O)c2c(F)cccc2F)CC1	-1	-23	-8	5	-4	8	10	5
O=C(COC(=O)c1ccccc1O)Nc1ccc(S(=O)(=O)N2CCCCC2)cc1	1	-2	-1	-3	-1	-7	-7	-2
CC(=O)O[C@H]1C(=O)[C@]2(C)[C@H]([C@H](OC(=O)c3ccccc3)[C@]3(O)C[C@H](OC(=O)[C@H](O)[C@@H](NC(=O)c4ccccc4)c4ccccc4)C(C)=C1C3(C)C)[C@]1(OC(C)=O)CO[C@@H]1C[C@@H]2O	1	4	7	7	0	17	7	5
NS(=O)(=O)c1ccc(CCNC(=O)c2cc(-c3ccccn3)nc3ccc(Br)cc23)cc1	-1	6	1	3	-4	-6	-7	5
O=C(COc1ccc(/C=N/NC(=O)c2ccccc2O)cc1)Nc1ccc([N+](=O)[O-])cc1	5	-8	-4	1	26	-241	0	-3
O=C(O)/C=C/C(=O)N1Cc2cc3ccccc3nc2C1	-48	7	5	6	1	-35	-5	5
COc1ccccc1NC(=O)C1CCCN(S(=O)(=O)c2ccc(-n3cnnn3)cc2)C1 (stereo not drawn)	2	13	13	2	-5	9	2	2
CN(C1CCS(=O)(=O)C1)S(=O)(=O)c1ccc(C2CCCCC2)cc1 (stereo not drawn)	1	36	2	-7	-13	7	-7	3
COc1ccc(NC(=O)c2cc(-c3ccccn3)nc3c(C)cc(C)cc23)c(C)c1	-4	-7	5	-19	3	1	17	1
O=C(Oc1ccc(-c2cnc3ccccc3n2)cc1)c1cc([N+](=O)[O-])ccc1Cl	2	44	40	1	6	-49	-2	78*
Cc1ccc(C)c(COC(=O)c2cccc(S(=O)(=O)N3CCCC3)c2)c1	-1	-13	-9	-9	1	-6	18	-15
CC(/C=C/c1ccco1)=N\NC(=O)c1cccnc1	4	-7	-4	23	-4	3	0	-6
CCCCC(=O)NC(=S)NNS(=O)(=O)c1ccccc1	-1	-24	-12	42	-33	9	7	-9
COCCn1c(SCC(=O)Nc2ccc(C(C)=O)cc2)nnc1-c1ccco1	0	-38	-2	-17	-3	4	-7	-4
CCC(=O)Nc1ccc(/C(C)=N/NC(=O)c2c(-c3ccccc3Cl)noc2C)cc1	0	-17	1	9	-6	8	-6	3
Brc1ccccc1-c1nnc(-c2cccnc2)o1	1	11	-8	1	-2	9	7	5
COC(=O)c1cn(C(=O)c2cccc(Br)c2)c2ccccc12	4	11	7	9	2	-2	-1	0
COc1ccc(NC(=O)CSc2nncn2C)cc1OC	2	0	-5	-11	-8	29	1	-9
COc1ccc(C)cc1Nc1n[n+](-c2ccccc2)c(-c2ccc(SC)cc2)s1	1	69*	60*	19	5	-11	8	14
CCOc1ccc(S(=O)(=O)N2CCCCC2)cc1NC(=O)CN1CCCC1c1cccs1 (stereo not drawn)	1	4	-10	9	0	3	20	-7
Cc1onc(-c2ccccc2Cl)c1C(=O)Nc1ccc2c(c1)OCO2	0	3	-7	5	0	23	7	-4
CCCC1(C(=O)OC)NC(c2cccc(F)c2)C2C(=O)N(CC)C(=O)C21 (stereo not drawn)	0	1	2	-4	1	7	-2	0
CCOC(=O)N1CCN(C(=O)COc2ccc(S(=O)(=O)NC3CCCCC3)cc2C)CC1	2	1	-13	4	-6	15	-6	12
N#CCn1c(CCl)nc2ccccc2c1=O	-7	-5	2	-1	-7	-4	-12	2
CCOC(=O)N1CCC(NC(=O)C2CCC(CNS(=O)(=O)c3ccc(OC)cc3)CC2)CC1 (stereo not drawn)	1	.	.	3	0	13	.	.
Cc1cccc(C)c1NC(=O)Cn1nc(-c2ccccc2)nc1-c1ccccc1	-1	10	5	-8	11	28	-2	-2
CCOc1ccc(/C=N/Nc2cc(N3CCOCC3)nc(C)n2)c(O)c1	-1	20	5	-11	-7	-8	7	-5
CCCN(CCC)C(=O)c1cc([N+](=O)[O-])cc2c1-c1ccc([N+](=O)[O-])cc1C2=C(C#N)C#N	.	17	7	54	41*	.	12	2
CC(C)(C)c1ccc(OCc2ccc(C(=O)Nc3cccnc3)o2)cc1	1	11	17	9	1	25	32	-9
CC(=O)Nc1ccc(S(=O)(=O)N2CCC3(CC2)OCCO3)cc1	-1	-10	-3	-4	4	2	-4	-4
COc1cccc(C(=O)Nc2cccc(NC(=O)c3cccs3)c2)c1	-2	-11	-10	14	-3	3	5	-7
CCCCNC(=O)c1ccc2c(c1)C(=O)N(Cc1ccncc1)C2=O	0	0	2	-7	-5	3	13	5
CN(C)CCN(C(=O)c1ccc(S(=O)(=O)N2CCCC2)cc1)c1nc2ccc(Br)cc2s1	0	-5	-6	-4	2	12	2	-6
COCCn1c(-c2ccco2)csc1=Nc1cccnc1	0	4	0	24	-5	9	-2	-5
COCCNS(=O)(=O)c1cc(C(=O)O)ccc1OC	2	-25	1	11	-8	6	-8	7
Cc1cc(C(=O)NNC2CC(=O)N(c3ccc4ccccc4c3)C2=O)c(C)o1 (stereo not drawn)	0	1	-8	-11	-2	-8	-5	4
CCc1ccc(OCC(O)CNC(C)(C)C)cc1 (stereo not drawn)	3	2	1	6	-7	17	-7	32
N#C/C(=C\c1ccc(Cl)s1)C(=O)N1CCN(c2ccccc2)CC1	16	1	-3	-3	2	18	19	7
Cc1ccc(C2C(C(=O)c3cccs3)=C(O)C(=O)N2c2cccc(C)n2)cc1 (stereo not drawn)	0	-28	-9	-29	-2	-9	-12	9
COc1ccc(CS(=O)(=O)CC(C)(O)c2ccc(Cl)cc2)cc1 (stereo not drawn)	0	-4	-5	-5	10	14	-2	1
COc1ccc(C)cc1NC(=O)CN1CCN(S(=O)(=O)c2ccc(Cl)cc2)CC1	2	-15	4	9	4	14	21	-4
COc1ncnc2c1oc1nc(CC(C)C)c3c(c12)CC(C)(C)OC3	-2	13	7	14	-5	13	-1	2
O=C(CN1CCN(c2ccccc2O)CC1)NCCCc1ccccc1	2	9	-5	3	6	16	-20	-6
CC1(C)Cc2c(cnn2-c2ccccc2)-c2c1c1ccccc1n2CC(O)CCl (stereo not drawn)	-15	-11	-7	27	6	-330	21	2
Cn1nccc1C(=O)N1CCCC(C(=O)c2ccc(Oc3ccccc3)cc2)C1 (stereo not drawn)	0	0	-2	-4	3	9	16	6
COc1ccc(NC(=O)NS(=O)(=O)c2ccc(C)cc2)cn1	-36	.	.	-3	4	-45	.	.
CCC(C(=O)NC1CCCC1)N(C(=O)Cn1nnc(-c2ccc(C)o2)n1)c1cnc2ccccc2c1 (stereo not drawn)	-3	6	2	2	-6	0	-1	2
CCNC(=O)c1ccc2c(c1)S(=O)(=O)c1ccccc1C2=O	2	-11	1	5	-3	15	10	-5
S=C(NCCN1CCCCC1)Nc1ccc(Br)cc1	1	-1	0	-3	-3	13	-14	5
O=C1OC(Nc2ccc(Cl)cn2)c2ccccc21 (stereo not drawn)	1	-4	-1	0	-6	13	-10	-1
Cc1cccc(OC(C)C(=O)Nc2cc(S(=O)(=O)N3CCCCC3)ccc2C)c1 (stereo not drawn)	0	-2	5	9	23	12	25	4
O=[N+]([O-])c1ccc(C2CCCC/C2=N/O)c([N+](=O)[O-])c1 (stereo not drawn)	0	13	3	2	4	24	-18	5
O=C(CSc1ncccc1C(=O)O)c1ccccc1	0	-13	-16	-15	-2	3	6	-5
CC1=CC(C)C2(COC(=O)Nc3ccccc3)COC(C)C1C2C (stereo not drawn)	0	-26	-10	1	11	-1	10	-13
COc1ccc(OC)c(C2C(C(=O)c3ccc(C)o3)=C(O)C(=O)N2c2cc(C)on2)c1 (stereo not drawn)	-1	3	5	-1	-3	-19	-2	0
CCOC(=O)C1=NOC(CNc2ncc(C(F)(F)F)cc2Cl)C1 (stereo not drawn)	-1	7	0	-6	13	7	1	4
The list goes on:
SMILES	SENP1 inh	SENP6 block	SENP8 block-1	PfG6PD inh	HKDC1 inhibitor	SENP8 block-2	Apaf1 inhib	SENP7 inh
O=C(NC(=S)NNC(=O)c1ccc(Cl)cc1Cl)c1cccnc1	1	-15	0	1	-9	23	-3	4
Cc1ccc(S(=O)(=O)N2[C@@H](c3ccc(C(C)C)cc3)C(C(=O)O)=C[C@H]2C(C)(C)C)cc1	3	5	13	-34	2	15	2	2
COc1ccc(OCCC(=O)N2CCCCC2)cc1	2	-11	-5	4	-6	30	-2	3
COc1ccc(NC(=O)CC(C)c2ccccc2)cc1S(=O)(=O)N1CCOCC1 (stereo not drawn)	-5	3	1	5	-4	1	8	3
C[C@H]1COC(=O)[C@H](Cc2ccc(F)cc2)C/C=C\C[C@@H](CC(=O)NCCO)C(=O)N1	2	-13	-3	-3	-7	6	-1	0
Cc1ccccc1NC(=O)NCCCN1CCCC1	2	-14	-5	9	-11	16	-7	1
Cc1ccc(C(C)C)c(OCc2nn(CC(=O)c3ccc(OC(F)F)cc3)c3[n+]2CCCCC3)c1	67*	-36	-13	1	0	11	26	4
O=C(NC(NC(=S)Nc1ccccc1C(=O)O)C(Cl)(Cl)Cl)c1cccc([N+](=O)[O-])c1 (stereo not drawn)	0	-6	-2	12	-2	-35	7	-12

Exported bar-delimited: entries from further up
canonical_smiles | SENP1 inh | SENP6 block | SENP8 block-1 | PfG6PD inh | HKDC1 inhibitor | SENP8 block-2 | Apaf1 inhib | SENP7 inh
Cc1ccc(S(=O)(=O)N2[C@@H](c3ccc(C(C)C)cc3)C(C(=O)O)=C[C@H]2C(C)(C)C)cc1 | 3 | 5 | 13 | -34 | 2 | 15 | 2 | 2
COc1ccc(OCCC(=O)N2CCCCC2)cc1 | 2 | -11 | -5 | 4 | -6 | 30 | -2 | 3
COc1ccc(NC(=O)CC(C)c2ccccc2)cc1S(=O)(=O)N1CCOCC1 (stereo not drawn) | -5 | 3 | 1 | 5 | -4 | 1 | 8 | 3
C[C@H]1COC(=O)[C@H](Cc2ccc(F)cc2)C/C=C\C[C@@H](CC(=O)NCCO)C(=O)N1 | 2 | -13 | -3 | -3 | -7 | 6 | -1 | 0
Cc1ccccc1NC(=O)NCCCN1CCCC1 | 2 | -14 | -5 | 9 | -11 | 16 | -7 | 1
Cc1ccc(C(C)C)c(OCc2nn(CC(=O)c3ccc(OC(F)F)cc3)c3[n+]2CCCCC3)c1 | 67* | -36 | -13 | 1 | 0 | 11 | 26 | 4
